UHRF1 MBD2 ctr – blocks human UHRF1 binding to methylated DNA. UHRF1 binding to methylated oligo, TR-FRET. inhibition, % at 4.4 µM. actives 0.75% (n = 370,000). AID 687016; in the data active = inhibition above about 21%;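 note: UHRF1 SRA domain binding a hemimethylated CpG hairpin DNA probe; 0% = median of test compound wells and 100% = reference inhibitor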
PLC-gamma1 inh – blocks human PLC-gamma1 enzyme activity; purified PLC-gamma1, fluorogenic substrate, fluorescence; AID 720700; actives 0.84% (n = 370,000); P19174; inhibition, % at 12.2 µM; in the data active = inhibition above about 9.5%
ARFGAP1 inh – inhibitors of rat ARFGAP1 | actives 0.26% (n = 360,000) | Q62848 | inhibition, % at 16.5 µM | Arfgap1-stimulated ARF1 GTP hydrolysis, GDP FP detection;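 active = inhibition above a per-plate limit, mean inhibition of low control wells plus 3 SD, cut at about 25% in these data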;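 note: 0% = DMSO wells with enzyme and 100% = wells lacking Arfgap1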
Target sequence (Q62848 1-136 limits assumed): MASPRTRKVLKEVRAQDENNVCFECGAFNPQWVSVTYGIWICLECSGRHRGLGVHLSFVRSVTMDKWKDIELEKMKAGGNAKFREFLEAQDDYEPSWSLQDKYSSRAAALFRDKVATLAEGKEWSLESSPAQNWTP
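Material: truncated rat Arfgap1 GAP domain; Incubation: compound-enzyme preincubation 20 min, reaction 120 min, detection 60 min, 25 °C; Read-out: percent inhibition of Arfgap1-stimulated GTP hydrolysis; Technique: FP, GDP Alexa 633 tracer displaced from anti-GDP antibody, 620/688 nm; Controls: No-Arfgap1 wells (100%) versus DMSO full-reaction wells (0%); Replication: single well per compound.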
KLK7 zymogen act – proKLK7 (human) activation, primary screen; P49862; purified proKLK7, EDANS-DABCYL substrate fluorescence; 100% is mature enzyme control, 0% vehicle; activation, % at 7 µM; actives 0.9% (n = 370,000); AID 652039;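 active = activation above the mean of all tested compounds plus 3 SD, computed per campaign excluding outliers beyond control limits, cut at about 13% in these data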
Target sequence (P49862 whole entry, looked up): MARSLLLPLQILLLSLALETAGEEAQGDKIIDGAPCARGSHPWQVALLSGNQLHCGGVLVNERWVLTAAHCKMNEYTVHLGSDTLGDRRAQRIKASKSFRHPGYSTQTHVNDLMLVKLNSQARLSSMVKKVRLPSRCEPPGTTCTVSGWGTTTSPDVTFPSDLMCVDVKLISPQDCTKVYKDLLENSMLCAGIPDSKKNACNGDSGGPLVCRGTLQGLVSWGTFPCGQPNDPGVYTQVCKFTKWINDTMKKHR
ASAP1 GAP inh – ASAP1 ArfGAP inhibition; ASAP1-stimulated ARF1 GTP hydrolysis, GDP FP detection; inhibition, % at 16.5 µM; Q9ULH1; actives 0.19% (n = 360,000); in the data active = inhibition above about 25%;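 note: 0% = vehicle with enzyme and substrate and 100% = no enzyme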
ADAM17 inh – ADAM17 inhibition, QFRET primary screen; actives 0.83% (n = 370,000); AID 720648; inhibition, % at 6.95 µM; recombinant ADAM17, EDANS/DABCYL FRET peptide cleavage;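 active = inhibition above the mean of compounds lying between control limits plus 3 SD, set per campaign, cut at about 8.5% in these data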;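 note: 0% = DMSO-only wells as the low control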
Target sequence (P78536 215-824 limits assumed): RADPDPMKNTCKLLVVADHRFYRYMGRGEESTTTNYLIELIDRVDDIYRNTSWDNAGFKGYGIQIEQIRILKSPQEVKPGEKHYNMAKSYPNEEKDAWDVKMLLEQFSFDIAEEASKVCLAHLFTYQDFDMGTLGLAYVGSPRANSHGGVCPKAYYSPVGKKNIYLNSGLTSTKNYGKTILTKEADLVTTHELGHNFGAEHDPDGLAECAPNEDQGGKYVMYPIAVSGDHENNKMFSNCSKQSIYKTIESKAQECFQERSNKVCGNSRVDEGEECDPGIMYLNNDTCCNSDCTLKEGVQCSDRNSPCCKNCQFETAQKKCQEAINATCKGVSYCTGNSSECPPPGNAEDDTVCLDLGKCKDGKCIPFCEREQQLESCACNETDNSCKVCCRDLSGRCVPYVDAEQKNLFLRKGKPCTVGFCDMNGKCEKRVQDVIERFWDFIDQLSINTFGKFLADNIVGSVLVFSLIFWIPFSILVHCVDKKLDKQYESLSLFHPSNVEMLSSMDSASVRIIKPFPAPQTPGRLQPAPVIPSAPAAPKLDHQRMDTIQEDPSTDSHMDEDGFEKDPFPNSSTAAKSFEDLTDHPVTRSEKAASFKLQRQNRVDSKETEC
MBD2 DNA inh – inhibitors of human MBD2 binding to methylated oligonucleotide; inhibition, % at 4.4 µM; TR-FRET; actives 0.31% (n = 370,000); in the data active = inhibition above about 13%
Tn7 DDE FP – inhibitors of Tn7 peptide binding to human fibrin DD(E); P02675; FP displacement of FITC-Tn7 peptide from fibrin DD(E); 0% = median of compound wells per plate; inhibition, % at 8.3 µM; actives 0.13% (n = 370,000); AID 720508;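 active = inhibition above the mean of compounds falling within the control limits plus 3 SD of them, cut at about 14% in these data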;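 note: 0% = plate median of compound wells and 100% = 10 µM Aha-Tn7 peptide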
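assay system = human clot-derived fibrin DD(E) complex | quantity = Fibrin-DD(E) at 2 µM final | timing = 10 min preincubation, 3 h with tracer, room temperature | signal = fluorescence polarization | measure = percent inhibition | benchmarks = high control wells with 10 µM unlabelled Aha-Tn7 peptide (full inhibition) | replicates = singlicate testing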
DDE Tn6 FP inh – disrupts Tn6 cyclic peptide binding to fibrin D-Dimer-E complex; P02675; Fibrin DD(E) TRITC-Tn6 fluorescence polarization displacement; inhibition, % at 8.3 µM; actives 0.21% (n = 370,000);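 active = inhibition above a per-campaign cutoff: mean of compounds within control limits plus 3 SD, cut at about 15% in these data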;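 note: 0% = median of all compound wells on the plate and 100% = blocking peptide control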
PLCb3 inh – PLC-beta3 (human) inhibition, primary screen | actives 0.18% (n = 370,000) | inhibition, % at 12.2 µM | Purified PLC-beta3, fluorogenic substrate, fluorescence; in the data active = inhibition above about 11%;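 note: 0% = median of compound wells on plate and 100% = full blocker control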
Numbers without * were called inactive.

SMILES	UHRF1 MBD2 ctr	PLC-gamma1 inh	ARFGAP1 inh	KLK7 zymogen act	ASAP1 GAP inh	ADAM17 inh	MBD2 DNA inh	Tn7 DDE FP	DDE Tn6 FP inh	PLCb3 inh
CCC(Sc1nc2ccsc2c(=O)n1CCC(=O)O)C(=O)Nc1ccc(Cl)cc1 (stereo unspecified)	-1.7	-1.9	-9.7	-0.1	-10.6	-2.3	0.3	-0.3	0.4	1.2
C=CCC(=O)NC1CC(C)(C)Cc2c1cnn2-c1ccccc1C (stereo unspecified)	6.7	-3.5	-1.8	-0.5	-5.5	-6.9	4.8	3.7	0.2	-6.1
CC(=O)N1CC(C)Sc2ccc(S(=O)(=O)NC3CCCCC3)cc21 (stereo unspecified)	0.1	0.1	-2.8	0.4	-13.7	-1.8	-2.0	-1.1	6.0	-0.9
O=[N+]([O-])c1cc(C(F)(F)F)ccc1NCCCCNS(=O)(=O)c1ccc2ccccc2c1	-4.2	-0.3	-8.9	0.9	8.7	-4.0	3.2	1.5	0.6	1.2
Cc1ccc(S(=O)(=O)/N=C2/NC(=O)/C(=C\c3ccccc3)S2)cc1	-2.2	-0.5	-3.5	-0.1	5.5	2.1	1.4	-3.8	-2.1	-5.0
Cc1ccc(NC(=O)[C@@H]2CCC(=O)N2C2OC(=O)c3ccccc32)cc1Cl (stereo partly specified)	2.1	1.1	-1.9	-0.5	-1.2	-1.8	7.1	9.5	8.3	2.0
COc1ccc(-n2c(SCCC(=O)O)nnc2-c2ccncc2)cc1	-2.1	0.0	-1.5	0.5	-3.9	-5.1	-0.8	-2.4	1.0	-0.4
COc1ccc2c(c1)c(=O)oc1cc(OCC(=O)NC3CC3)ccc12	2.1	-26.9	12.2	0.2	1.7	-30.7	-3.7	6.3	-3.7	-33.2
NS(=O)(=O)c1ccc(NC=C2C(=O)OC3(CCCCC3)OC2=O)cc1	1.3	-0.7	0.1	0.2	0.0	-1.7	-3.1	0.7	3.7	0.7
NCCN1CCN2C(=O)CN(C(=O)c3ccccc3)CC12 (stereo unspecified)	-0.8	-2.5	6.5	0.5	-7.6	-1.1	-1.4	4.2	8.6	-1.1
N/C(=N\OC(=O)c1ccc(Br)cc1)c1ccccc1	2.4	0.4	6.4	-0.2	9.3	-4.2	4.6	9.8	-2.8	-0.8
O=C(NCCN1CCN(c2ccccc2)CC1)c1ccc2c(c1)[nH]c(=S)n1c3ccccc3nc21	-3.6	-58.9	-0.5	-0.2	-4.8	-12.3	4.0	-4.1	-7.0	-92.7
Cc1cc(CNC(=O)COc2ccc(F)cc2)c2ccccc2n1	-3.2	-0.1	-5.0	0.4	-9.7	-1.4	-0.5	0.9	0.7	0.9
COc1ccc(CNC(=O)N[C@@H](CC(C)C)C(=O)O)cc1OC	25.7*	1.2	-2.6	-0.2	3.7	-3.8	10.6	3.9	8.4	-6.6
CCOC(=O)C1(C)CCN1C(=O)c1oc2ccccc2c1C (stereo unspecified)	-0.3	0.5	1.8	-0.1	1.9	0.8	-10.5	9.2	-1.0	1.2
CCC(C)NC(=O)CC(C)C (stereo unspecified)	1.6	3.3	5.5	-0.2	12.1	-3.0	-1.3	-3.9	-0.4	-11.4
CSc1ccc(CN2CCC(C)(Oc3ccccc3)C2)cc1 (stereo unspecified)	-1.7	-3.2	-8.0	-0.3	-2.3	-1.2	-4.1	9.2	3.3	1.5
Cc1ccc(/C=N/Nc2nc(N3CCOCC3)nc(N3CCOCC3)n2)o1	3.4	-0.9	-1.7	-0.7	-2.6	-0.4	4.3	-10.9	-8.7	-6.9
O=C(NCCc1ccccc1)C(=O)Nc1nccs1	-0.6	0.3	-3.4	-0.4	10.8	0.1	4.5	-0.1	1.8	-1.3
COc1ccc(NC(=O)COC(=O)c2ccc3ccccc3n2)cc1OC	0.0	2.1	-7.3	0.4	10.1	0.2	-0.7	-9.7	-4.6	4.9
Cc1ccc(NC(=O)CCNC(=O)c2ccccc2)cc1F	-2.6	0.7	-2.1	0.6	1.7	-6.2	-2.3	-1.2	-1.2	-3.3
CCN(CC)S(=O)(=O)c1ccc(N2CCOCC2)c(NC(=O)COc2ccccc2C#N)c1	6.9	-0.6	9.5	0.4	37.2*	0.6	-0.8	2.5	-6.0	2.1
CCOC(=O)c1ccc(NC(=S)NCCc2ccccc2)cc1	0.9	2.4	7.2	-0.1	7.8	11.1*	-5.7	-11.7	-12.2	-4.2
Cc1ccc2nc(SCC(=O)NCc3ccco3)nc(=O)n2c1	2.2	-2.4	9.7	0.3	0.1	-17.0	9.4	-1.0	-4.5	-9.7
O=C(O)c1cccc(Oc2ncnc3sc4c(c23)CCCC4)c1	1.8	-2.0	-0.3	0.8	-13.3	-4.2	3.0	1.9	1.8	-10.6
O=C(/C=C/c1c(F)cccc1Cl)Nc1nn[nH]n1	2.6	12.5*	-9.6	-0.3	4.2	2.1	-6.3	-6.0	7.5	2.7
CCN1CCN(c2ccc(S(=O)(=O)N3CCCCC3)cc2NC(=O)/C=C/c2ccc(OC(F)F)cc2)CC1	0.4	-1.8	10.7	-1.3	5.4	1.6	-2.3	-5.9	-8.8	-1.9
Cn1c(C(=O)NCCCN2CCCCCC2)cc2c(=O)n(C)c3ccccc3c21	2.8	-8.0	0.9	0.1	2.8	-8.9	5.1	-1.3	-3.7	-10.3
COc1cccc([C@@H]2CC=C(C(=O)O)CN2S(=O)(=O)c2ccc(C)cc2)c1	0.1	-5.0	-9.9	0.2	4.0	-4.7	0.9	-2.7	4.3	-1.4
COc1ccc(CNS(=O)(=O)c2cc(OCC(N)=O)c(C)cc2Cl)cc1	-1.0	3.4	0.1	-0.6	-0.2	-1.1	3.0	-2.5	8.1	3.0
CCC(C)(C)NC(=O)C(c1cccs1)N(C(=O)c1ccn[nH]1)c1cccc(OC)c1 (stereo unspecified)	1.8	2.5	-7.6	0.3	8.4	1.2	-1.6	-4.2	-7.3	0.7
COc1cc(OC)c(C2C(C(=O)Nc3ccc(C)cc3C)=C(C)Nc3ncnn32)cc1OC (stereo unspecified)	-0.6	1.7	4.7	-0.6	-9.5	-2.0	5.4	0.8	1.8	5.5
Cc1[nH]nc2c1C(c1ccsc1)C(C#N)=C(N)O2 (stereo unspecified)	-6.8	1.2	1.4	0.0	1.0	-1.1	-4.5	-7.3	-0.3	1.6
Cc1cccc(C(=O)NC(C)C(c2cccs2)N2CCOCC2)c1 (stereo unspecified)	1.2	1.3	-10.3	-0.7	4.3	-1.5	3.3	-7.0	3.4	-4.4
CCC(=O)NC(/C=C/c1ccccc1)c1cc([N+](=O)[O-])c2cccnc2c1O (stereo unspecified)	-10.4	2.3	-10.6	0.2	-7.8	3.6	-1.1	4.7	8.2	3.9
Cc1cc(C)cc(-n2c(SCC(=O)NCc3ccco3)nc3ccccc3c2=O)c1	5.3	1.7	4.2	0.1	1.1	10.4*	-3.4	-3.4	-4.5	4.8
CCOC(=O)Cn1cc(C#N)c2ccccc21	-2.2	-1.9	5.2	0.4	1.8	-3.4	-3.3	0.5	9.5	-6.8
O=C(c1ccc(N2CCCC2)c([N+](=O)[O-])c1)N1CCN(CCO)CC1	-4.0	-1.6	11.7	-0.4	-9.2	-2.4	0.1	-0.6	-8.3	-6.2
Cc1cc(C(=O)CN2C(=O)NC3(CCCCC3)C2=O)c(C)n1Cc1ccco1	-1.1	-1.2	-1.3	0.5	12.0	-1.6	-0.8	0.8	2.4	-7.7
CCCC(=O)Nc1ccc(NC(=O)C23CC4CC(CC(C4)C2)C3)cn1	1.3	2.3	1.9	-0.1	3.5	-6.4	2.8	-4.0	-2.4	1.1
Cc1noc(C)c1S(=O)(=O)N1CCCN(C(=O)/C=C/c2ccccc2F)CC1	-0.5	-1.0	-1.5	0.6	-0.8	-1.4	-0.8	5.2	-3.0	-4.3
COc1ccc(N(CC(=O)Nc2ccc(C)c(C)c2)C2=NC3CS(=O)(=O)CC3S2)cc1 (stereo unspecified)	1.9	2.1	8.9	0.4	-17.4	-3.6	2.8	2.9	1.4	0.2
O=C(CCC1CCCC1)NNC(=O)COc1ccc(Br)cc1	2.5	-0.4	2.9	1.0	4.5	-1.9	-6.7	6.0	-8.7	-5.0
Cc1ccc(OCCN(C)C(=O)C2CCC(=O)N(CCCN3CCOCC3)C2)cc1 (stereo unspecified)	-0.5	0.8	-15.5	0.4	-13.4	-2.1	0.5	3.9	0.6	-4.0
CC1(C(=O)Nc2ccc3c(c2)OCCO3)CN(S(C)(=O)=O)CC(=O)N1Cc1cccs1 (stereo unspecified)	-2.6	4.3	5.3	-0.3	-2.2	2.4	-0.1	-10.2	-0.2	-0.3
COc1ccccc1N1CCN(CC(=O)Nc2ccc(C)c(F)c2)CC1	0.6	-1.1	2.4	0.7	-21.7	-1.7	1.1	8.4	9.6	0.2
CCNC(=O)C1(C)CCN(Cc2ccc(OC(F)(F)F)cc2)C1 (stereo unspecified)	0.7	1.9	8.8	0.7	3.4	0.7	29.1*	-4.6	3.5	1.1
O=C(Nc1cccc([N+](=O)[O-])c1)NN1CCCCCC1	-1.0	1.5	-15.9	0.7	-3.8	0.0	-6.4	1.4	7.7	4.7
CCC(C)[C@H](NC(=O)N1CCC(C)CC1)C(=O)O (stereo partly specified)	-1.0	-1.6	4.2	0.6	-15.8	-4.7	-4.3	14.3*	8.1	-7.9
COc1cccc(CNC(=O)C2CCN(S(=O)(=O)c3ccc(Br)s3)CC2)c1	-1.5	2.0	-6.2	-0.1	15.0	-1.6	3.9	-2.4	4.0	-10.9
N#CC(c1ccccc1)N(CCCCl)C(=O)c1ccc(Br)cc1 (stereo unspecified)	-0.1	-0.7	-0.2	0.2	7.4	-2.2	-3.1	4.4	-1.7	-1.4

Molecules above with a furan ring, fused or not, in the order listed:
SMILES	UHRF1 MBD2 ctr	PLC-gamma1 inh	ARFGAP1 inh	KLK7 zymogen act	ASAP1 GAP inh	ADAM17 inh	MBD2 DNA inh	Tn7 DDE FP	DDE Tn6 FP inh	PLCb3 inh
CCOC(=O)C1(C)CCN1C(=O)c1oc2ccccc2c1C (stereo unspecified)	-0.3	0.5	1.8	-0.1	1.9	0.8	-10.5	9.2	-1.0	1.2
Cc1ccc(/C=N/Nc2nc(N3CCOCC3)nc(N3CCOCC3)n2)o1	3.4	-0.9	-1.7	-0.7	-2.6	-0.4	4.3	-10.9	-8.7	-6.9
Cc1ccc2nc(SCC(=O)NCc3ccco3)nc(=O)n2c1	2.2	-2.4	9.7	0.3	0.1	-17.0	9.4	-1.0	-4.5	-9.7
Cc1cc(C)cc(-n2c(SCC(=O)NCc3ccco3)nc3ccccc3c2=O)c1	5.3	1.7	4.2	0.1	1.1	10.4*	-3.4	-3.4	-4.5	4.8
Cc1cc(C(=O)CN2C(=O)NC3(CCCCC3)C2=O)c(C)n1Cc1ccco1	-1.1	-1.2	-1.3	0.5	12.0	-1.6	-0.8	0.8	2.4	-7.7

Screening results: PubChem, The Scripps Research Institute Molecular Screening Center
